# G9a block: G9a (human) methyltransferase inhibition | Q96KQ7 | G9a H3K9 monomethylation, AlphaScreen, 2 h | Potency, µM (series often up to 102 µM), for inactives: at the highest dose activity, negative = inhibition, usual class: inhibitors | 350,000 compounds, 8.8% hits | AID 504332; also: potency is read from the fitted curve at half-maximal effect; % is scaled to controls: 0 for no effect and ±100 for the full control effect; nearly all actives have a fitted effect of over 75% in size
#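 Enzyme 20 nM + cpd, 15 min RT; add b-H3K9 pep 500 nM / SAM 20 uM; 2 h RT; anti-H3K9me1 Ab 0.5 ug/mL + SA donor / anti-rabbit acceptor beads 20 ug/mL each, 10 min; AlphaScreen read.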
# GLS inh: inhibitors of human glutaminase (GLS). GLS enzymatic activity, qHTS titration. Potency, µM (top dose mostly 45.5 µM), without a hit: at the top dose activity change, negative = inhibition, actives largely listed as inhibitors. 410,000 compounds, 0.21% hits. AID 624170; also: potency is read from the fitted curve at half-maximal effect; % is scaled to controls: 0 for no effect and ±100 for the full control effect
# Target sequence (O94925 whole entry, looked up): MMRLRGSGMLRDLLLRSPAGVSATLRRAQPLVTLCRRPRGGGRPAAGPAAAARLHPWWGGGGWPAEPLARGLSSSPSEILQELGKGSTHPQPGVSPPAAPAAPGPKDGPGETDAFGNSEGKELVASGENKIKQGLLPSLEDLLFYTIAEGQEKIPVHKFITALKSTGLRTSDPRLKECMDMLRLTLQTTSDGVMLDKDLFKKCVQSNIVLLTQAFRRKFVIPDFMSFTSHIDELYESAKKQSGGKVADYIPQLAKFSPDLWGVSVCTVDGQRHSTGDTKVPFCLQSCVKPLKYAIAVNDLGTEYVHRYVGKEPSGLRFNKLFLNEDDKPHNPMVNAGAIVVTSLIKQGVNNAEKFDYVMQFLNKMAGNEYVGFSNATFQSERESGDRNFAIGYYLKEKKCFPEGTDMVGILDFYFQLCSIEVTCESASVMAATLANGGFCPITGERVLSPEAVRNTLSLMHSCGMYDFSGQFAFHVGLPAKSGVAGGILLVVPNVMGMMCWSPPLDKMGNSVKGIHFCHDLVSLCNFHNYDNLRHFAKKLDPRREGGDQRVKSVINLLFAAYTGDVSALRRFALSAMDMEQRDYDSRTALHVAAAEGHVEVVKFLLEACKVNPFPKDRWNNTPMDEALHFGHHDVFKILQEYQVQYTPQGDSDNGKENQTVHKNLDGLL
#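 Two-point fluorescence kinetic (t0, 30 min RT) for hKGA; glutamate detected via glutamate oxidase–HRP–Amplex Red. Substrate: 1 mM L-glutamine solution; buffer 45 mM KH2PO4, pH 8.2.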
# PI4K2A inh: inhibitors of human PI4K2A | Q9BTU6 | purified PI4K2A, ADP-Glo luminescence, 1 h; stronger effect = lower value | activity change, negative = inhibition, % at 76.9 µM | 420,000 compounds, 0.13% hits | AID 1346378; in the data active = activity change below about -50%; inconclusive = mostly about -30% to -49%;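 also: -100% = wells without enzyme as full effect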
# Target sequence (Q9BTU6 whole entry, looked up): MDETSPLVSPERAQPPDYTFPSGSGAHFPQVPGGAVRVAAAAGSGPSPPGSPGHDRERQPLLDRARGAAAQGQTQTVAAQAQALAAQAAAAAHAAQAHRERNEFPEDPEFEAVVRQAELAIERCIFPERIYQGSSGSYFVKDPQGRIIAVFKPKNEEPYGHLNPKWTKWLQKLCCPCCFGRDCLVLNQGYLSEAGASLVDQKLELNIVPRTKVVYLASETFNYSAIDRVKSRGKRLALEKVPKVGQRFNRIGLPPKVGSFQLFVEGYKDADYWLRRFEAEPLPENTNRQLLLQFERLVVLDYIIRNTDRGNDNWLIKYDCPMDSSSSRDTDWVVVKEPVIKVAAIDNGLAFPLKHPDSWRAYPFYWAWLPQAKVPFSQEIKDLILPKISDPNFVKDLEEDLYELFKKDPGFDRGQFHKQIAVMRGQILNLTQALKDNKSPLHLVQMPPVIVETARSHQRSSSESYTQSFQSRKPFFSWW
#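 Compounds are screened against recombinant PI4K2A using PI as substrate and ATP, the latter dispensed at 300 microM. Reactions run one hour at ambient temperature before ADP-Glo detection; full inhibition defined by wells lacking enzyme.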
# ERG Ets-DNA blk: inhibitors of human ERG Ets domain-DNA interaction | P11308 | fluorescence polarization, His-ERG Ets domain / labelled DNA | Potency, µM (top dose mostly 76.9 µM), inactives show at the highest dose FP activity, negative = inhibition, usual class: inhibitors | 370,000 compounds, 0.028% hits; active = well fitted inhibition curve with a large enough effect in the polarisation, with a control signal flat; inconclusive = small, poorly fitted or top-dose-only effect, or effect the other way, or a change in a side signal; inactive = no such curve, though single readings can be large or run the other way; the % refers to the polarisation;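 also: polarization taken with two DNA probes labelled with fluorescein and Texas red; potency is read from the fitted curve at half-maximal effect; % of control where 0% means no effect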
#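 His-tagged ERG Ets domain (1 uM in the protein solution; 300mM KCl, 50mM Tris-HCl, 1mM EDTA, 1mM DTT, pH 7.5) received compound, then a probe mix of 5 nM fluorescein-DNA and 100nM Texas-615-DNA. Fluorescence polarization was read for both dyes.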
# HP1b chromo inh: blocks HP1-beta chromodomain binding to methylated histone tails. P83916. AlphaScreen HP1-beta / biotin-H3K9me3 peptide binding. Potency, µM (doses to about 114 µM), for inactives: at the top dose activity change, negative = inhibition, hits mostly inhibitors. 390,000 compounds, 0.56% hits; also: potency is read from the fitted curve at half-maximal effect; nearly all actives have a fitted effect of over 70% in size; inactives centre near 23
#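 AlphaScreen: HP1-beta (50 nM) preformed 30 min with biotin-H3(1-18)K9me3 peptide (50 nM) in PBS pH 7.4, 0.01% Tween-20. Compound added for 30 min at RT, then streptavidin donor/nickel chelate acceptor beads (10 ug/mL) for 30 min.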
# BAZ2B inh: BAZ2B (human) inhibition; AlphaScreen BAZ2B-H3K14Ac peptide displacement; 360,000 compounds, 4.4% hits; Potency, µM (series often up to 114 µM), for the others: at the top dose activity change, negative = inhibition, actives largely listed as inhibitors; also: potency is read from the fitted curve at half-maximal effect; % is scaled to controls: 0 for no effect and ±100 for the full control effect; nearly all actives have a fitted effect of over 60% in size
#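 AlphaScreen luminescence quantifies BAZ2B engagement of H3K14Ac peptide; the protein and biotinylated peptide are both at 50 nM final, buffer PBS pH 7.4 with 0.01% Tween-20, all steps at room temperature.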
# RGS4 inhibitor: human RGS4 inhibition; P49798; Transcreener GDP fluorescence polarization, RGS4-accelerated GTP hydrolysis; Potency, µM (doses to about 114 µM), without a hit: at the top dose activity change, negative = inhibition, usual class: inhibitors; 390,000 compounds, 0.039% hits; also: potency is read from the fitted curve at half-maximal effect; % is scaled to controls: 0 for no effect and ±100 for the full control effect; nearly all actives have a fitted effect of over 75% in size; some results filed as inactive show a strong effect at the top dose
#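 MLSMR compounds (23 nl, pin-transferred) preincubated 10 min at room temperature with a 500nM (2x) first reagent, then RGS4 at 900nM (2x) plus Transcreener GDP mix added; fluorescence polarization (620/688 nm) read before and after 90 min at 30 °C.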
# JMJD2A Tudor inh: blocks the human JMJD2A Tudor domain. O75164. AlphaScreen JMJD2A-Tudor / H3K4me3 peptide binding. Potency, µM (series often up to 114 µM), inactives show at the top dose activity change, negative = inhibition, actives largely listed as inhibitors. 390,000 compounds, 4.4% hits. AID 504339; also: potency is read from the fitted curve at half-maximal effect; % is scaled to controls: 0 for no effect and ±100 for the full control effect; nearly all actives have a fitted effect of over 50% in size
# ALOX12 inh: blocks human arachidonate 12S-lipoxygenase. 580,000 compounds, 1.1% hits. purified 12hLO, xylenol orange hydroperoxide absorbance. Potency, µM (top dose mostly 108 µM), for inactives: at the top dose activity change, negative = inhibition, usual class: inhibitors. P18054; also: potency is read from the fitted curve at half-maximal effect; % is scaled to controls: 0 for no effect and ±100 for the full control effect
#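 Hydroperoxide product was detected by ferrous iron/xylenol orange as the 573 to 405 nm absorbance ratio. Arachidonic acid at 40 uM (final) was turned over for 30 min at room temperature by 150 nM human 12hLO, pH 7.0 Hepes buffer, after 15 min compound preincubation.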
# * hit, by the source's call; u = inconclusive; x = no result given; [ ] = dose if it differs, or a comment. Unless noted, calls follow the shape of the dose curve; as a rule, active = well fitted curve in the direction sought with a large enough effect; inconclusive = small, poorly fitted or top-dose-only effect, or another doubt; inactive = no such curve, though single readings can be large; an effect the other way counts as inactive or inconclusive. The list is partial; count on the stated rates, not on these rows.
no.	smiles	G9a block	GLS inh	PI4K2A inh	ERG Ets-DNA blk	HP1b chromo inh	BAZ2B inh	RGS4 inhibitor	JMJD2A Tudor inh	ALOX12 inh
1	Cn1c(N)c(C(=O)COC(=O)CCOc2ccc(C(C)(C)C)cc2)c(=O)n(C)c1=O	-2%	-7%	2	5%	32%	-7%	13%	-27%	-25%
2	O=C(NCCCc1ccccc1)Nc1ccccc1	-5%[59 µM]	-14%	1	-8%	47%[activator]	-3%	-4%	-5%	-1%
3	Cc1cc(C)cc(OCCn2c(C3CC(=O)N(c4ccccc4Cl)C3)nc3ccccc32)c1 (stereo not drawn)	-26%[59 µM]	5%	-4	-1%	24%	-10%	-22%	-29%	-26%
4	O=C(Cc1ccccc1)N[C@@H](Cc1ccccc1)c1nc2ccccc2[nH]1	x	-7%	3	1%	41%[activator]	-6%	-5%	-17%	2%
5	CCN(C(=O)COC(=O)CNC(=O)c1cccc(C)c1)c1c(N)n(Cc2ccccc2)c(=O)[nH]c1=O	u	6%	6	11%	-3%	7%	15%	-21%	9%
6	CC1CCN(c2ccccc2NC(=O)c2ccc(C#N)cc2F)CC1	7%	10%	7	0%	46%[activator]	-24%	27%	-9%	-20%
7	C/C(=N\NC(=O)CNc1ccccc1)c1ccccc1	12%	11%	8	-11%	26%	-6%	-21%	-21%	13%
8	CNS(=O)(=O)c1cc(N(C)S(=O)(=O)c2ccc(C)cc2)c(C)cc1C	25%	-8%	2	2%	20%	-5%	-7%	-10%	-2%
9	Cc1ccccc1NC(=O)COC(=O)CNC(=O)c1sc2ccccc2c1Cl	8%[59 µM]	4%	0	6%	11%	3%	19%	-13%	-19%
10	CC1CN(C(=O)c2cc3cc([N+](=O)[O-])ccc3oc2=O)CC(C)O1 (stereo not drawn)	0%	0%	1	8%	-19%	-18%	-12%	-2%	-22%
11	COC(=O)C(=Cc1ccc(OCc2ccc([N+](=O)[O-])cc2)c(OC)c1)C(=O)OC	-1%[59 µM]	-1%	11	-5%	8%	-5%	-8%	-1%	15%
12	CCn1c(=S)sc2c(=O)n(CC(=O)Nc3ccc(OC)c(Cl)c3)c(C)nc21	3%	-4%	5	1%	40%[activator]	-12%[57.1 µM]	11%	-5%	-10%
13	CCOC(=O)c1c(NC(=O)Nc2ccc(F)cc2)sc2c1CCN(C)C2	2%	-17%	3	7%	16%	-9%	7%	-10%	u
14	CC(=O)c1cc(-c2ccccc2)n(CC(=O)N2CCCCC2)c1C	-41%	-4%	2	-3%	16%	u	20%	-14%	19%
15	CCN(CC)CCCNC(=O)c1ccc(CS(=O)(=O)c2ccccc2OC)o1	-3%	-8%	-2	2%	42%[activator]	-4%	10%	-15%	-10%
16	CCN(Cc1ccccc1)Cc1c(O)ccc2c(=O)c(-c3ccc(Cl)cc3Cl)coc12	-2%[59 µM]	1%	-1	1%	25%	-1%	-1%	2%	-8%
17	COCCC(=O)N1CCC(Oc2ccc(C(=O)N3CCCC(OC)C3)cc2)CC1 (stereo not drawn)	29%	0%	1	6%	12%	2%	-4%[56.9 µM]	-23%	1%
18	COC(=O)c1cc2oc3ccccc3c2n1Cc1c(C)cc(C)cc1C	-3%[59 µM]	-13%	-2	-1%	10%	-3%	18%	-31%	-1%
19	O=C(Nc1ccc(S(=O)(=O)N2CCOCC2)cc1)c1cc(-c2ccccc2O)n[nH]1	27%	-16%	0	2%	37%[activator]	-12%	9%[56.9 µM]	-23%	1%
20	CC(=O)c1c(C)[nH]c(C(=O)COC(=O)CN(C)S(=O)(=O)c2ccc(Cl)cc2)c1C	-16%[59 µM]	16%	8	-3%	-1%	u	3%	-16%	0%
21	CC(C)Cn1c(N)c(C(=O)COC(=O)c2nccnc2N)c(=O)n(C)c1=O	25%[2.33 µM]	-2%	2	1%	36%	5%	3%	-4%	-3%
22	O=C(NC(Cc1ccccc1)C(=O)N1CCN(c2ccccn2)CC1)c1ccco1 (stereo not drawn)	14%[59 µM]	x	1	3%	30%	5%	-43%	-18%	0%
23	Cc1n[nH]c(C)c1Sc1ccccc1[N+](=O)[O-]	-27%	-9%	5	6%	-17%	u	-12%	-34%	16%
24	CCCCc1nnc(SCCSc2nnc(CCCC)n2N)n1N	2%[12.7 µM]	-18%	3	-5%	12%	u	-19%	-17%	0%
25	COc1ccc(CNC(=O)CN2C(=O)c3ccc([N+](=O)[O-])cc3C2=O)cc1	-38%	-5%	-2	-4%	30%	-20%	-24%	11%	-4%
26	CCOC(=O)c1nnn2c1nc(N1CCOCC1)c1ccccc12	-25%	-2%	-2	1%	22%	-4%	-1%	-7%	0%
27	CC(C)CC(=O)NC(NC(=S)Nc1ccccc1)C(Cl)(Cl)Cl (stereo not drawn)	32µM*	-2%	-4	11%	8%	-1%	15%	-6%	56%
28	O=C(O)c1cc(N/N=C/c2cccc3ccccc23)ccc1Cl	u	-30%	5	16%	4%	-10%	-26%	-16%	-24%
29	CCOc1ccc(C(=O)NN2CCOCC2)cc1	x	-1%	1	-6%	16%	-2%	-15%	-13%	0%
30	CCOC(=O)C1=C(CC)OC(N)=C(C#N)C1c1ccc(OC)c(OC)c1OC (stereo not drawn)	u	-13%	4	11%	30%	8%	-9%	-7%	66%[activator]

# With a hit mark in G9a block, among the entries above:
no.	smiles	G9a block	GLS inh	PI4K2A inh	ERG Ets-DNA blk	HP1b chromo inh	BAZ2B inh	RGS4 inhibitor	JMJD2A Tudor inh	ALOX12 inh
27	CC(C)CC(=O)NC(NC(=S)Nc1ccccc1)C(Cl)(Cl)Cl (stereo not drawn)	32µM*	-2%	-4	11%	8%	-1%	15%	-6%	56%

# Following part
no.	smiles	G9a block	GLS inh	PI4K2A inh	ERG Ets-DNA blk	HP1b chromo inh	BAZ2B inh	RGS4 inhibitor	JMJD2A Tudor inh	ALOX12 inh
31	COC(=O)CCC(=O)N1CCOCCOCCN(C(=O)CCC(=O)OC)CCOCCOCC1	23%[59 µM]	-2%	-2	9%	40%[activator]	-3%	0%	-7%	u
32	CN(Cc1ccccc1)C(=O)C1CCCN1S(=O)(=O)c1ccc2c(c1)n(C)c(=O)c(=O)n2C (stereo not drawn)	0%	-12%	-7	-2%	-10%	-1%	16%	-10%	14%
33	CCCCN(C(=O)CSCC(=O)Nc1ccc(OC)cc1)c1c(N)n(CC(C)C)c(=O)[nH]c1=O	x	4%	5	6%	7%	x	29%	-24%	-12%
34	COC(=O)[C@@]1(Cc2ccc(OC)cc2)[C@H]2c3cc(C(=O)N4CCCC4)n(Cc4c(CO)[nH]cc(C)c4=O)c3C[C@H]2CN1C(=O)c1ccccc1	x	0%	5	-1%	22%	x	0%	-23%	-2%
35	CC[C@H](C)Cc1cn([C@@H](CCCN=C(NC(=O)OC(C)(C)C)NC(=O)OC(C)(C)C)C(=O)NCCCCCCCCCCC(=O)N2CCN(C(=O)OC(C)(C)C)CC2)nn1	-1%[12.7 µM]	3%	1	-8%	24%	11%	9%	u	x
36	CNC(=O)COc1ccc(Nc2nnc(-c3ccc(C)c(S(=O)(=O)NC(C)(C)C)c3)c3ccccc23)cc1	u	44%[activator]	4	6%	15%	-14%	13%	-23%	-21%
37	O=C(COC(=O)/C=C/c1cccc(C(F)(F)F)c1)NC(=O)NC1CCCC1	-26%	1%	-3	11%	27%	9%	0%	-12%	-7%
38	COc1cccc(C2=NOC(C(=O)NCCN3CCOCC3)C2)c1 (stereo not drawn)	x	2%	2	-6%	9%	3%	-25%	-8%	2%
39	OCC1(Cc2cccc(Cl)c2)CCCN(Cc2ccc3cc(F)ccc3n2)C1 (stereo not drawn)	x	8%	3	-4%	27%	3%	-22%	-24%	u
40	Cn1c(SCC(=O)N2CCCc3ccccc32)nnc1-c1c[nH]c2ccccc12	24%[59 µM]	0%	-2	-1%	27%	-1%	28%	-2%	-9%
41	COc1cc(O)c(C(C)=O)cc1OC	-19%[59 µM]	15%	-3	-1%	28%	15%	23%	0%	8%
42	CC1Cc2ccccc2N1C(=S)NC(=O)c1ccc(Cl)cc1Cl (stereo not drawn)	-7%	24%	-4	-4%	u	u	-25%	u	-25%
43	COc1ccc(-c2nc3sc(CCNC(=O)Cc4ccc(F)cc4)c(C)n3n2)cc1	-13%[59 µM]	2%	1	1%	38%	-1%	-20%	-12%	-24%
44	Cc1ccc(N(C(=O)CNC(=O)c2ccco2)C(C(=O)NC2CCCC2)c2ccncc2)cc1F (stereo not drawn)	3%	1%	-7	-3%	33%	3%	11%	-15%	u
45	CCCn1cnc2sc(CC)cc2c1=O	0%	0%	5	11%	5%	4%	19%	-10%	8%
46	O=[N+]([O-])c1cccc(-c2ccc(CN3CCCCC3)o2)c1	x	0%	1	-2%	17%	-36%	-29%	-20%	-9%
47	CCN1C[C@@H]2[C@@H]3C(=O)N(C)C(=O)[C@@H]3[C@](CC)(C1=O)N2C(=O)c1ccc(C(C)(C)C)cc1	x	-3%	1	4%	10%	x	-10%	-6%	0%
48	Cc1ccc(-n2c(=O)c3ccc(C(=O)NCc4ccccc4Cl)cc3n(Cc3cccc(F)c3)c2=O)cc1	u	0%	5	-2%	32%	x	6%	-6%	u
49	Cc1cc2nsnc2c(S(=O)(=O)NCC(=O)O)c1C	3%	-10%	1	x	10%	-4%	-26%	-18%	-14%
50	Cc1ccc(C)c(S(=O)(=O)NNC(=O)Nc2ccccc2Cl)c1	-2%[0.501 µM]	27%	-7	11%	21%	u	-23%	-14%	-16%

# Screening data from PubChem BioAssay.
